F508del corr: F508del CFTR correction, initial screen, CFBE line, single point; activity (quench increase), % at 7.58 µM; CFBE cells, YFP halide quenching; stimulated with forskolin plus potentiator P3; % fluorescence drop versus neutral controls; actives 0.36% (n = 350,000);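 active = mean added fluorescence quench of at least 8% versus neutral control, with both replicates also reaching 8%; inconclusive = only one of the mean or replicate conditions met; inactive = mean below 8% and not both replicates reaching 8%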;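 note: cells transiently co-express mutant CFTR-F508del with the halide-sensitive YFP; corrector assay measuring rescue of mutant channel to the surface after 24 h compound exposure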
ARNT-TACC3 inh: disruptors of ARNT/TACC3 protein interaction, primary screen, biochemical, AlphaScreen, single concentration | AlphaScreen His-ARNT PAS-B/GST-TACC3 binding, luminescence; TACC3 fragment carries E629A point mutation | actives 0.66% (n = 390,000) | inhibition, % at 9.99 µM;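 active = mean inhibition of replicates at least 50% and at least half of replicates each reaching 50%; inconclusive = half or more replicates reach 50% but mean below 50%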;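 note: 0% = complete ARNT plus TACC3 wells and 100% = ARNT alone without TACC3; many hits fall short of the cut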
DENV2 CPE rescue: inhibitors of DENV2 cytopathic effect, primary screen, cell-based, plate reader, single concentration | actives 1.7% (n = 350,000) | DENV2-infected cells, cytopathic effect rescue | CPE inhibition, % at 9.99 µM | AID 651640, 2012; in the data active = CPE inhibition above about 20%, passing the limit was not always enough; inconclusive = no clear call, values can overlap the other calls; tested in BHK-21 cells;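 note: 0% = median of neutral control wells and 100% = median of positive control wells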
GSIS activator: GLuc luminescence reporter in INS-1E cells, primary screen for activators of glucose-dependent secretion of insulin. AID 743287, 2014. activation, % at 16.6 µM. INS-1E GLuc reporter insulin secretion, 2-3 h. actives 0.61% (n = 370,000);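 active = lowest replicate activation of at least 40%, so every replicate reaches that level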;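 note: 0% = median of neutral control wells and 100% = median of IBMX positive control wells; some compounds called inactive have numbers as strong as hits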
XiGFP reactiv: activators of inactive X chromosome reactivation, primary screen, imaging, XiGFP fibroblasts, GFP high-content imaging, set 2; AID 743238, 2013; XiGFP mouse fibroblasts, % GFP-positive cells imaging, 3 d; cells co-treated with 5-aza-dC sensitizer; scaled so ellipticine positive control = 100%; actives 0.055% (n = 360,000); activation, % at 7.58 µM;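 active = mean normalized replicate activation at least 10% and every replicate at or above 10%; inconclusive = only one of the two criteria met; inactive = mean below 10% and not all replicates reach 10%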;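 note: 0% = median of on-plate neutral control wells and 100% = ellipticine 6 µM median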
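System: 68-5-11 XiGFP fibroblast line | Buffer or medium: DMEM containing 5-aza-dC | Compound: Single point | Times: Compounds 3 days, fix/stain 15 min at room temperature | Benchmarks: Positive control ellipticine, 6 µM final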
ERp5 inh: inhibitors of ERp5-driven insulin aggregation, primary screen, biochemical, turbidity, absorbance 650 nm, single point; actives 0.05% (n = 350,000); inhibition, % at 9.99 µM; Protein disulfide-isomerase A6 (Homo sapiens), Q15084; AID 651711, 2012; 90 min;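 active = mean replicate inhibition above about 25%, with every replicate also reaching it, limit read from the data, passing the limit was not always enough; inconclusive = only one of those two criteria met; inactive = neither criterion met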
Target sequence (Q15084 whole entry, looked up): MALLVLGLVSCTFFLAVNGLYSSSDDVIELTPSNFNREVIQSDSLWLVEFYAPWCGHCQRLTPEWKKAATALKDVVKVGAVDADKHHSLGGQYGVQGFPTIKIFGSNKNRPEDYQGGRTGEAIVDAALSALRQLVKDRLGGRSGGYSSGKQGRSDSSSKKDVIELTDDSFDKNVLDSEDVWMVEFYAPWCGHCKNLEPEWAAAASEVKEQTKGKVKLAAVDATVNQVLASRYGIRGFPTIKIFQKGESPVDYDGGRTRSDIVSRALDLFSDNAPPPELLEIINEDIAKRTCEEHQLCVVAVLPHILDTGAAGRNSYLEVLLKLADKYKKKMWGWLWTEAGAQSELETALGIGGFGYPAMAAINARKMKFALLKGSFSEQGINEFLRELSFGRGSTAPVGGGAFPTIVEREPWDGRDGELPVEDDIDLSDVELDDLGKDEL
PAX8 reporter: inhibitors of PAX8-driven TPO luciferase reporter, primary screen, RMG-I cells, single concentration | SteadyGlo, 24 h | inhibition, % at 12.6 µM | actives 1.2% (n = 360,000) | AID 652154, 2013;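 active = mean replicate inhibition at least 60% with every replicate also reaching 60%; inconclusive = only one of the two criteria is met; inactive = mean below 60% and not all replicates reaching 60%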;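 note: luciferase light reporting Pax8 driven TPO promoter activity; plate controls were median of neutral control wells for no effect and mitoxantrone controls for full effect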
EWS-Fli inh: EWS/Fli-driven NR0B1 reporter inhibitors, primary screen, A673 cells, NR0B1 luciferase, luminescence, MLPCN library. viability-normalised. inhibition, % at 12.6 µM. actives 0.67% (n = 350,000). AID 651661, 2012;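 active = mean inhibition of at least 50% after viability correction, with every replicate also passing that limit; inconclusive = mean reaches 50% but only one of two replicates passes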;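 note: firefly luciferase signal divided by Alamar Blue viability fluorescence both relative to DMSO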
* hit, by the source's call; ? = inconclusive; / = not tested or not shown. Not a hit list; any-hit rate near 4.2%.

SMILES	F508del corr	ARNT-TACC3 inh	DENV2 CPE rescue	GSIS activator	XiGFP reactiv	ERp5 inh	PAX8 reporter	EWS-Fli inh
C[C@H]1CN([C@@H](C)CO)C(=O)c2cccc(NC(=O)c3cnccn3)c2O[C@H]1CN(C)Cc1ccc(-c2ccccc2)cc1	3.7	8	-2	-11	0.5	4	27	1
COc1ccc(NC(=O)N(C)C[C@@H]2Oc3ccc(NC(=O)Cc4ccccc4)cc3C(=O)N([C@@H](C)CO)C[C@H]2C)cc1	1.3	1	12	8	0.1	1	-20	1
COc1ccccc1-c1cn(CC[C@H]2CC[C@@H](NC(=O)C3CCC3)[C@H](CO)O2)nn1	-2.8	-7	5	-5	-0.3	3	-1	-2
CC(C)(C)CN1C(=O)C(=O)NC[C@H]1Cc1ccc(O)cc1	-0.4	-6	?	-3	0.5	5	14	2
Nc1cc(S(=O)(=O)N2CCOCC2)ccc1Oc1cccc(Br)c1	3.2	23	-9	-13	-0.8	3	16	1
COc1cc(CCC(=O)OCC(=O)Nc2ccc(F)cc2F)cc(OC)c1OC	-1.3	-6	2	-10	0.1	1	2	-4
COc1cccc2c(=O)n(CC(=O)Nc3ccccc3)ccc12	-5.1	-3	-9	5	0.3	-2	0	-5
Cc1oc2ccc(OC(C(=O)O)c3ccccc3)cc2c1C(=O)O (stereo not drawn)	0.8	-1	5	-1	0.2	0	-7	9
C[C@@H]1CN([C@H](C)CO)C(=O)c2cccc(NC(=O)Nc3ccc(C(F)(F)F)cc3)c2O[C@@H]1CN(C)Cc1ccc(Oc2ccccc2)cc1	2.2	1	7	-18	-1.0	-4	/	2
CCCSc1nnc(Cn2c(=O)sc3ccccc32)n1-c1ccccc1	0.4	-6	-1	1	0.0	0	6	-11
O=C(NC1CCCCCC1)C(=O)NC1CC1	-1.1	0	?	11	0.0	-6	-52	-5
CCCC(C)(C)C(=O)N1CCC1(C)C(=O)Nc1cccc2ccccc12 (stereo not drawn)	-0.8	/	-7	/	0.0	-8	30	-2
CCc1nnc2n1N=C(c1ccc([N+](=O)[O-])cc1)CS2	-0.7	-5	0	5	0.0	5	22	10
O=C(CN1CCOCC1)Nc1cccc(C(F)(F)F)c1	0.5	10	11	/	0.4	0	15	8
CN(C)C(=O)C[C@@H]1CC[C@H]2[C@@H](COC[C@@H](O)CN2C(=O)c2ccncc2)O1	0.6	-3	3	4	0.1	/	0	-4
CCOC(=O)[C@H]1[C@H]2COc3cc(OC)ccc3[C@@H]2N2C(=O)CN(Cc3ccc(Cl)cc3)C(=O)[C@@]12C	2.8	-4	-6	/	0.2	2	0	2
CC(C)CNS(=O)(=O)c1ccc(C(=O)Nc2ccc3c(c2)OCO3)cc1	-2.6	12	17	19	0.2	-2	7	3
O=C(NC1CCCC1)C1C(c2ccc(C(F)(F)F)cc2)=Nc2ccccc2N1C(=O)c1ccco1 (stereo not drawn)	-0.9	/	-20	-12	-0.2	0	-91	-131
COc1ccc(C2=NS(=O)(=O)N(C)C(C(=O)NCc3ccc4c(c3)OCO4)=C2)cc1OC	-1.2	7	10	8	0.1	12	5	-1
COCC(=O)N(C[C@H]1N[C@H](CO)[C@H]1c1ccc(C2=CCCCC2)cc1)C(C)C	-2.0	1	-8	1	0.2	0	2	-2
CCN1/C(=C2\C(=O)N(C)C(=S)N2c2ccccc2)C=Cc2ccccc21	1.0	10	0	1	0.5	0	10	-8
O=C(Cc1ccc(S(=O)(=O)N2CCOCC2)s1)Nc1ccccc1N1CCCC1	-0.1	-1	?	18	0.1	-3	10	1
COc1ccc(CCNC(=O)CCc2nnc(Cc3ccc4c(c3)OCO4)o2)c(OC)c1	0.3	-3	17	7	0.2	9	0	1
Clc1nc(-c2ccccc2)ncc1Oc1ccccc1	2.2	/	-1	8	0.2	3	-7	-22
COc1ccccc1NC(=O)c1ccc(NC(=O)c2ccc(=O)[nH]c2)cc1	0.0	-4	-5	10	0.0	3	-3	-10
Cc1onc(-c2ccccc2)c1C(=O)Nc1ccc2c(c1)OCCO2	2.2	-5	-1	-10	/	-44	/	4
Cc1ccc(S(=O)(=O)N(C)C[C@H]2OCCCC[C@H](C)Oc3ccc(NC(=O)Nc4ccc(F)cc4)cc3C(=O)N([C@@H](C)CO)C[C@H]2C)cc1	0.8	-1	3	-29	0.2	15	8	5
NS(=O)(=O)c1ccc(N/C=C\C(=O)c2cccc3ccccc23)cc1	/	-3	/	22	0.5	/	-6	/
CNC[C@@H]1Oc2c(NC(=O)Nc3ccc(C(F)(F)F)cc3)cccc2C(=O)N([C@@H](C)CO)C[C@@H]1C	-0.8	3	0	-17	0.3	-8	-14	-3
CCc1ccc(C(=O)Nc2ccc3nc(C)ccc3c2)cc1	2.3	-2	3	-15	0.0	3	-106	-126
C[C@H](CO)N1C[C@H](C)[C@H](CN(C)S(=O)(=O)c2cccs2)Oc2c(NC(=O)Nc3ccccc3)cccc2C1=O	0.0	/	/	8	0.0	/	/	-1
CSc1ccccc1C(=O)NC1CCCC1	-0.6	24	/	4	/	-3	/	-4
Cc1cc(Cl)ccc1OCC(=O)N/N=C/c1ccncc1	1.5	-26	0	1	0.5	2	-11	4
CCOc1ccc(N2C(=O)CSC2c2cccc([N+](=O)[O-])c2)cc1 (stereo not drawn)	1.9	-1	-1	/	/	1	-8	-3
CCN(CC)S(=O)(=O)c1ccc(Cl)c(NC(=O)COC(=O)c2ccc(O)cc2)c1	-1.7	5	7	-25	0.1	2	1	-9
O=C(c1cc([N+](=O)[O-])ccc1N1CCOCC1)N1CCN(c2ccc([N+](=O)[O-])cc2)CC1	-0.1	/	12	15	-0.1	-5	-3	6
O=C(Nc1ccc2c(c1)OCO2)c1ccc2sc([C@@H]3O[C@H](CO)[C@H](O)[C@H](O)[C@H]3O)nc2c1	-0.6	/	-8	-7	0.0	-1	6	-23
O=C(Nc1ccc(-c2csnn2)cc1)C(Cl)(Cl)Cl	/	-5	2	3	0.1	5	-21	-22
Cc1ccc(NC(=O)C2CCN(C(=O)OC(C)(C)C)CC2)cc1S(=O)(=O)N1CCCCC1	-0.6	/	-4	-18	0.1	9	11	10
O=C(CNC(=O)c1ccccc1F)NCCc1ccc(Cl)cc1Cl	0.4	35	11	-3	0.1	1	-10	-9
CCCNC(=O)N1[C@H](CO)[C@H](c2ccccc2)[C@@H]1CNC(=O)C1CCC1	-1.3	/	10	3	0.1	4	/	/
CCN(C(=O)CSc1nnnn1C)C1CCCCC1	-1.1	-9	?	/	0.1	0	-5	5
Cc1cccc(CCNS(=O)(=O)c2cc3c(cc2C)NC(=O)CO3)c1	0.4	2	0	-11	0.0	0	-3	6
C[C@@H]1CN([C@@H](C)CO)C(=O)c2cc(NC(=O)Nc3ccc(F)cc3)ccc2O[C@@H](C)CCCCO[C@@H]1CN(C)S(=O)(=O)c1cn(C)cn1	-3.2	-5	-6	18	-0.1	-3	-4	1
O=C(Nc1nc2c(F)c(F)c(F)cc2s1)c1ccco1	0.1	/	3	10	0.2	3	-152	-77
CCCCN(C(=O)C1=NN(c2ccccc2)C(=O)CC1)c1c(N)n(CCC)c(=O)[nH]c1=O	-1.5	/	-5	12	0.0	6	15	5
O=C(C[C@H]1C[C@H]2c3cc(NC(=O)Nc4ccccc4F)ccc3O[C@H]2[C@@H](CO)O1)NCc1ccc(Oc2ccccc2)cc1	-0.4	6	-6	12	0.0	8	3	-2
O=C1CC(N2CCN(c3ccc(O)cc3)CC2)C(=O)N1c1ccc2c(c1)OCO2 (stereo not drawn)	-0.1	-3	-1	7	0.0	-5	-4	-16
O=C(COc1ccc(Cl)cc1Cl)Nc1ccc(-c2ccc(N3CCOCC3)nn2)cc1	-1.7	-5	/	25	0.0	1	-122	-28
COCCNC(=O)CCc1c(C)nc2c(c(C)nn2-c2ccc(C)cc2)c1C	-1.8	-2	-5	11	0.0	0	-4	3
COc1ccc(N2CC(NC(=O)NC(C)(C)C)CC2=O)cc1 (stereo not drawn)	/	-1	1	5	0.1	0	3	-5
COc1ccccc1CNC(=O)CCS(=O)(=O)c1ccc2c(c1)CC(C)N2C(=O)C1CC1 (stereo not drawn)	0.4	1	2	-1	0.0	-8	20	1
COc1cc(OC)cc(C(=O)Nc2ccc(N(C)C)c3ccccc23)c1	0.7	-22	-3	-7	0.1	1	34	-11
C[C@H]1CN([C@@H](C)CO)C(=O)c2cccc(NC(=O)Nc3ccccc3)c2O[C@H]1CN(C)Cc1ccc(C(=O)Nc2ccccc2N)cc1	1.1	1	-4	7	0.4	7	31	-7
CC(=O)N(C)C[C@H]1Oc2cc(C#CC3CCCCC3)ccc2S(=O)(=O)N([C@H](C)CO)C[C@@H]1C	1.5	8	6	-2	-0.2	-1	/	4
C[C@@H]1CCCCO[C@@H](CN(C)C(=O)c2ccccc2)[C@@H](C)CN([C@H](C)CO)C(=O)c2cc(NC(=O)c3ccncc3)ccc2O1	0.8	/	/	-2	-0.1	/	-16	-12
CCCC(C(=O)O)N1C(=O)/C(=C/c2cccn2C)SC1=S (stereo not drawn)	/	1	/	-12	0.1	/	32	/
O=C(NCc1ccccc1)c1cccc(NS(=O)(=O)c2cccc3cccnc23)c1	/	2	2	/	-0.1	1	-2	-23
O=C(CN1C(=O)C2CCCCC2C1=O)N1CCN(c2ncccn2)CC1 (stereo not drawn)	-0.8	-1	-1	22	-0.2	-4	-13	0
CCOc1ccc(NC(=S)N(CCOC)C(C)c2cccnc2)cc1 (stereo not drawn)	-2.3	2	-5	-9	0.1	1	-15	-4

Next part:
SMILES	F508del corr	ARNT-TACC3 inh	DENV2 CPE rescue	GSIS activator	XiGFP reactiv	ERp5 inh	PAX8 reporter	EWS-Fli inh
COc1ccc(S(=O)(=O)N(C)C[C@@H]2Oc3ccc(NC(=O)CCCN(C)C)cc3CC(=O)N([C@@H](C)CO)C[C@H]2C)cc1	-1.2	-4	-10	-4	0.0	-2	-6	0
CCOC(=O)c1sc(NC(=O)Nc2cccc(Cl)c2)cc1C	-2.2	-8	-13	-26	-0.1	2	-38	-95
O=C(N[C@@H]1CC[C@H](CC(=O)N2CCOCC2)O[C@@H]1CO)c1ccccn1	-2.8	0	2	14	0.2	1	/	/
Cc1noc(C)c1S(=O)(=O)Nc1ccc2c(c1)CC(=O)N([C@H](C)CO)C[C@@H](C)[C@H](CN(C)C(=O)NC(C)C)O2	1.0	2	-3	10	-0.4	-1	3	-4
O=C(N/N=C\c1ccc([N+](=O)[O-])o1)C1COc2ccccc2O1 (stereo not drawn)	-1.4	2	-1	-8	0.3	-4	23	14
CCOCCCNC(=O)Cn1cnc2sc(C)c(S(=O)(=O)N3CCN(c4ncccn4)CC3)c2c1=O	2.2	6	-2	-9	0.1	3	-2	-17

Taken from above.
`CCOC(=O)c1sc(NC(=O)Nc2cccc(Cl)c2)cc1C` @ DENV2 CPE rescue: -13
`Cc1noc(C)c1S(=O)(=O)Nc1ccc2c(c1)CC(=O)N([C@H](C)CO)C[C@@H](C)[C@H](CN(C)C(=O)NC(C)C)O2` @ ERp5 inh: -1

Screening data: PubChem BioAssay, Broad Institute
